Bioassay records: PubChem BioAssay, NCI
Growth percent in the NCI-60 one-dose screen (48 h, 10 µM unless noted): 100 = growth as untreated, 0 = no growth, -100 = all killed.
LOX IMVI: LOX IMVI melanoma; 7.4% of 79,000 active; AID 1794757
HOP-92: HOP-92 NSCLC cells; 6.3% of 71,000 active; AID 1794738
CCRF-CEM: CCRF-CEM leukemia. 7% of 77,000 active. AID 1794778
A549/ATCC: A549/ATCC NSCLC; 3.7% of 81,000 active
EKVX: EKVX NSCLC. 3% of 71,000 active
HOP-62: HOP-62 NSCLC | 3.9% of 80,000 active | AID 1794735
SK-MEL-5: SK-MEL-5 melanoma. 6.4% of 80,000 active. AID 1794755
M14: M14 melanoma. 6.2% of 80,000 active
The depositor's hits bear a star; / = no result given; & = joins results of further samples. The calls were made as follows: active = growth percent below 10; inactive = the rest. This is a random part of the collection; any-hit rate near 12%.

nr	Structure	LOX IMVI	HOP-92	CCRF-CEM	A549/ATCC
1	CC[C@H](CC[C@@H](C)[C@H]1CC[C@H]2[C@@H]3CC(=O)C4=CC(=O)/C(=C/c5ccc([N+](=O)[O-])cc5)C[C@]4(C)[C@H]3CC[C@]12C)C(C)C	106.8	113.6	56.1	99.0
2	COc1ccc(C2CC(c3ccc(Nc4nc(NCCO)nc(N5CCOCC5)n4)cc3)=NN2c2cc(Cl)cc(Cl)c2)cc1 (stereo not drawn)	79.3	115.5	79.3	58.6
3	Cc1cc(OC(=O)c2ccc(OCc3ccccc3)cc2)nc2[nH]c(=O)sc12	96.5	91.2	105.6	105.3
4	CC(=O)Nc1cc2c(c(Cl)c1Cl)-c1ccccc1C2=O	98.6	71.8	109.3	88.1
5	COc1cccc(-c2nn(-c3ccccc3)cc2-c2ccnc(NCCNS(=O)(=O)c3ccc(Br)cc3)c2)c1	60.6	34.2	33.3	39.0
6	COc1ccc(C(=O)c2cc3c(N)c(C(=O)Nc4cccc(Cl)c4)sc3nc2C)cc1	48.2	86.9	8.1*	32.3
7	O=C(NC1CCOC1=O)c1ccccc1 (stereo not drawn)	102.5	102.3	106.5	113.6
8	O=c1[nH]cc(Cl)cc1Cl	102.7	/	90.7	96.1
9	C1CN(C[C@H]2CO[C@H](CN3CCOCC3)CO2)CCO1	105.4	85.5	89.4	/
10	Clc1ccc(COc2ccc(Nc3ncnc4onc(-c5ccccc5)c34)cc2)cc1	86.7	82.9	73.2	82.8
11	CCCNC(C)(C)COC(=O)Nc1ccccc1Cl	99.2	90.0	96.7	106.3
12	Cc1ccc(N=NC(C#N)C#N)c(C)c1	97.6	101.1	103.4	102.7
13	CC(=O)Oc1cccc(C2OCC(C)O2)c1 (stereo not drawn)	103.0	87.2	104.1	104.2
14	COC(=O)[C@]12CC[C@@H](C)[C@H](C)[C@@H]1C1=CC[C@@H]3[C@@]4(C)C=C(O)C(O)=C(C)C4=C(O)C[C@@]3(C)[C@]1(C)CC2	70.9	44.7	12.5	74.4
15	Cn1cc(C(=O)c2nc(-c3c[nH]c4ccccc34)no2)c2cc(F)ccc21	39.5	43.6	23.9	40.6

nr	EKVX	HOP-62	SK-MEL-5	M14
1	109.3	104.3	96.7	89.7
2	87.9	88.8	82.5	101.7
3	94.1	98.7	100.7	105.4
4	55.4	79.5	104.8	108.2
5	53.0	75.1	48.6	44.6
6	39.4	44.9	9.9*	17.9
7	118.1	109.0	110.2	110.6
8	103.8	99.7	109.8	100.7
9	112.2	/	101.6	102.4
10	95.6	91.2	83.0	76.0
11	98.7	97.6	104.8	104.4
12	98.6	92.2	100.8	97.7
13	102.7	105.0	92.4	110.8
14	47.0	104.0	72.8	73.1
15	57.5	30.5	25.3	33.0

(continued)
nr	Structure	LOX IMVI	HOP-92	CCRF-CEM	A549/ATCC
16	N#Cc1c(-c2ccc(Cl)cc2)nc(N2NC(=O)CC2=O)nc1N1CCOCC1	93.3	103.9	101.5	103.5
17	CCNC1(S(=O)(=O)O)C(=O)Nc2ccccc21 (stereo not drawn)	95.0	116.8	112.7	103.9
18	CCCCCn1ncc(-c2c(O)c(O)cc3c(O)c(-c4c(C)cc5c(-c6cnn(CCCCC)n6)c(O)c(O)cc5c4O)c(C)cc23)n1	-40.7*	-23.8*	1.1*	6.6*
19	Cc1ccc(S(=O)(=O)NC(CCC(=O)Nc2ccc(Cl)cc2)C(=O)Nc2ccc(Cl)cc2)cc1 (stereo not drawn)	6.1*	-20.4*	4.4*	27.6
20	COC(=O)c1cccc(C(=O)OC)c1-c1c(C(=O)OC)cccc1C(=O)OC	104.6	82.9	35.6	102.8
21	COC(CCP(=O)(c1ccccc1)c1ccccc1)(C(=O)c1ccccc1)c1ccccc1 (stereo not drawn)	64.6	-8.8*	35.4	48.1
22	CN(Cc1ccccc1)C(=O)N/C(N)=N/c1nc2ccccc2s1	77.0	67.6	36.4	83.4
23	CSc1ccc2c3c(n(C[C@H](O)CO)c(=O)c2c1)-c1ccccc1C3=O	-3.1*	105.9	-4.2*	14.5
24	Cc1c(C(=O)N2CCN(c3nsc4ccccc34)CC2)nnn1-c1ccc(Cl)cc1	81.5	101.6	70.6	69.6
25	COc1ccc(-c2nn(-c3ccccc3)cc2/C=c2/sc3nc(-c4ccoc4C)nn3c2=O)cc1	96.7&102.3	96.8&87.8	99.8&105.3	101.7&95.5
26	COc1ccc(C2CC(=O)c3c(nc4ccc(Cl)cc4c3N)C2)cc1OC (stereo not drawn)	/	84.2	87.3	107.1
27	CCOC(=O)Cn1cnc2cc(C)c(C)cc21	108.3	102.1	/	/
28	Nc1ccc(S(=O)(=O)Nc2nccs2)cc1	103.7	/	96.9	104.4
29	FC(F)(F)c1ccc(-c2ccc(C3CC3)o2)cc1	93.7	112.0	113.2	102.8
30	O=C(Nc1nc(C(=O)N2CCN(C(c3ccccc3)c3ccccc3)CC2)cs1)c1ccc(Nc2ccc(Cl)c(Cl)c2)c([N+](=O)[O-])c1	65.9	70.6	60.8	72.4

nr	EKVX	HOP-62	SK-MEL-5	M14
16	89.8	94.0	97.1	99.7
17	99.4	102.4	109.5	102.5
18	9.9*	4.2*	-49.2*	-20.8*
19	/	14.5	21.2	32.2
20	105.1	108.0	95.5	113.2
21	59.2	88.0	34.3	63.0
22	56.2	76.6	38.4	82.3
23	77.1	21.5	44.3	52.2
24	67.5	109.5	80.6	83.6
25	105.6&98.2	98.6&121.7	101.9&99.7	114.1&99.9
26	93.6	100.6	94.9	98.6
27	/	99.7	104.5	107.5
28	104.0	104.8	104.7	97.7
29	101.3	102.3	100.6	103.3
30	54.6	68.5	47.3	82.2

Additional entries.
nr	Structure	LOX IMVI	HOP-92	CCRF-CEM	A549/ATCC
31	CN1CCN(c2ccc(-c3ccc4ncc(C#N)c(Nc5ccc(F)c(Cl)c5)c4c3)cn2)CC1	68.8	57.9	37.8	51.3
32	CCNC1(C#N)CCN(Cc2ccccc2)CC1	91.8	84.8	90.1	93.9
33	O=S(=O)(O)c1ccc(O)c2ccccc12	92.7	98.8	99.4	117.5
34	CCC1(c2ccccc2)SC(N)=NC1=O (stereo not drawn)	99.1	97.6	105.0	91.8
35	COC(=O)C1=Nc2ccc(F)cc2/C1=C\c1sc(=S)n(C(C(=O)O)C(C)CO)c1O (stereo not drawn)	/	84.5	90.8	74.6
36	C[N+](C)(C)C(=O)c1ccccc1	99.9	102.0	103.6	101.2
37	CSc1cnn(CCC#N)c(=O)n1	99.2	87.2	100.5	102.3
38	C=COCCCOc1ccccc1	102.4	111.5	105.4	101.9
39	Nc1cc(C(=O)O)c(O)c(S(=O)(=O)O)c1	100.3	95.7	122.8	109.0
40	COC(=O)/C=C1\SC(=Nc2cccc(Cl)c2)N(CCc2c[nH]c3ccccc23)C1=O	5.3*	82.4	5.0*	48.0
41	COc1ccc(C2SC(C)C(=O)N2CCc2cccs2)cc1OC (stereo not drawn)	81.9	/	75.9	80.6
42	COC1CC(Cn2cc(COc3ccc4ccc(=O)oc4c3)nn2)C(OCc2ccccc2)C(OCc2ccccc2)C1OCc1ccccc1 (stereo not drawn)	99.4	80.3	87.0	92.3
43	CCCCCCCCn1ccc2cc(NC(=O)Cn3cc(CN4CCCCC4)nn3)ccc21	-80.3*	38.1	15.7	25.2
44	CCN(CC)CCOc1nc2c3ccc(Cl)cc3nn2c2ccccc12	-47.2*	-3.4*	30.6	16.3
45	CCOc1ccc2cc(S(=O)(=O)O)ccc2c1N	97.8	91.3	78.8	103.1

nr	EKVX	HOP-62	SK-MEL-5	M14
31	48.4	68.7	82.9	30.5
32	94.3	94.4	116.9	89.7
33	88.9	106.8	114.2	79.4
34	109.4	108.1	100.6	107.2
35	47.6	63.9	77.5	86.3
36	108.1	101.1	104.9	95.2
37	96.3	97.8	101.8	103.9
38	99.7	91.2	107.1	98.7
39	110.5	107.5	108.0	100.2
40	71.9	41.5	63.3	42.4
41	66.4	94.5	49.4	121.0
42	90.7	98.9	83.2	102.4
43	85.0	58.6	-93.0*	-79.8*
44	28.9	42.3	51.3	44.5
45	125.2	106.3	103.9	/

A draw from above in order of molar mass, high to low:
nr	Structure	LOX IMVI	HOP-92	CCRF-CEM	A549/ATCC
2	COc1ccc(C2CC(c3ccc(Nc4nc(NCCO)nc(N5CCOCC5)n4)cc3)=NN2c2cc(Cl)cc(Cl)c2)cc1 (stereo not drawn)	79.3	115.5	79.3	58.6
25	COc1ccc(-c2nn(-c3ccccc3)cc2/C=c2/sc3nc(-c4ccoc4C)nn3c2=O)cc1	96.7&102.3	96.8&87.8	99.8&105.3	101.7&95.5
16	N#Cc1c(-c2ccc(Cl)cc2)nc(N2NC(=O)CC2=O)nc1N1CCOCC1	93.3	103.9	101.5	103.5
8	O=c1[nH]cc(Cl)cc1Cl	102.7	/	90.7	96.1

nr	EKVX	HOP-62	SK-MEL-5	M14
2	87.9	88.8	82.5	101.7
25	105.6&98.2	98.6&121.7	101.9&99.7	114.1&99.9
16	89.8	94.0	97.1	99.7
8	103.8	99.7	109.8	100.7

Following part.
nr	Structure	LOX IMVI	HOP-92	CCRF-CEM	A549/ATCC
46	O=C(Nc1cccc([N+](=O)[O-])c1)OCC#CCCl	74.4	64.9	50.9	50.0
47	CC1(CCc2ccccc2)NC(=O)N(CC(=O)Nc2c(F)cccc2F)C1=O (stereo not drawn)	116.5	72.5	96.6	96.1
48	Cc1ccc(C(=O)/C(=C\c2ccc([N+](=O)[O-])cc2)S(=O)Cc2ccc(F)cc2)cc1 (stereo not drawn)	-39.0*	27.2	3.6*	73.2
49	O=C1CC(=O)N(c2cn3c(-c4ccc(Cl)cc4)csc3n2)N1	96.5	99.4	89.5	88.9
50	COc1ccc(C2SCC(=O)N2NC(=O)CCC(=O)c2nc3ncccc3[nH]2)cc1 (stereo not drawn)	94.8	109.8	102.4	93.1
51	O=C(O)c1cccc([N+](=O)[O-])c1	99.2	96.0	112.1	104.8
52	CCc1c(Cl)nc(N)nc1Nc1ccccc1C	98.4	97.4	96.5	102.6
53	CC(=O)NC(Cc1ccccc1)C(=O)Oc1ccc2ccccc2c1 (stereo not drawn)	87.7&84.9	84.9&78.0	86.6&100.1	101.7&94.7
54	CCOC(=O)/C(O)=C(\C#N)c1ccc(C)cc1C	95.1	/	109.1	100.9
55	CN(C)c1ccc2[nH]c3c(C(=O)O)cc(=O)c(=O)c=3oc2c1	100.0	101.0	114.7	114.6
56	Oc1ccccc1C1NC(=S)Nc2c1sc1ccc(Cl)cc21 (stereo not drawn)	93.7	86.7	104.9	94.7
57	COc1cc(-c2nc3ccccn3c2N)ccc1O	/	96.3	104.8	105.0
58	COc1ccc([C@H]2[C@H](C(=O)Nc3cc(Br)ccn3)c3ccccc3C(=O)N2c2ccccc2)cc1	86.5	74.6	79.6	77.4
59	CCN(CC)CCNC(=O)C1(c2ccccc2)CCCCC1	109.3	/	105.4	110.3
60	O=C(Cc1ccc(/C=C/C(=O)c2nccs2)cc1)Nc1ccccc1	72.4	91.3	14.4	88.8

nr	EKVX	HOP-62	SK-MEL-5	M14
46	85.4	88.5	75.8	62.7
47	104.6	101.2	108.2	107.8
48	58.5	21.5	64.6	28.2
49	/	104.1	99.6	100.1
50	92.5	96.2	99.5	99.7
51	114.4	/	106.6	104.1
52	96.1	108.9	101.3	109.6
53	96.4&113.8	94.7&96.9	101.0	117.9&108.5
54	97.8	99.1	101.6	93.3
55	104.7	106.0	/	103.8
56	80.4	94.5	93.8	92.7
57	/	111.5	100.7	110.5
58	86.9	104.1	/	81.1
59	108.8	96.0	114.8	106.9
60	103.3	103.3	88.8	93.1

Carrying on:
nr	Structure	LOX IMVI	HOP-92	CCRF-CEM	A549/ATCC
61	N#Cc1cnn2c(=O)[nH]cnc12	97.7	97.4	88.7	97.6
62	COc1cc2c(c(OC)c1OC)-c1ccc(NCc3ccccc3)c(=O)cc1[C@@H](NC(C)=O)CC2	21.2	/	10.1	14.5
63	COc1cc(/C=C2\Oc3cc(OCCN4CCCC4)ccc3C2=O)cc(OC)c1OC	99.4	78.8	/	105.1
64	COc1cccc(-c2nc3occn3c2-c2ccnc(NCCCNS(=O)(=O)c3ccccc3)n2)c1	85.7	85.9	88.5	96.9
65	O=C(CCCCCC1CCCCC1)OCCc1ccccc1	107.6	99.0	97.9	102.2
66	CN1CCN(Cc2ccc(NC(=O)c3cncc(C#Cc4cnc5ccc(N[C@H]6CCOC6)nn45)c3)cc2C(F)(F)F)CC1	-99.1*	-79.4*	-2.2*	-59.9*
67	CCCCCCCCCCCCCCCCCC(=O)OCCCCCCCCCCCCC	102.9	/	73.0	99.5
68	O=C(c1ccccc1)c1c(/C=C/c2ccccc2)c2ccccc2[nH]c1=O	104.7	73.0	87.6	93.5
69	Cn1c(N2CCCCC2)nc(-c2ccco2)c(C#N)c1=O	98.4	86.9	125.5	95.6
70	Cc1ccc(N/N=C(\C#N)C(=O)Nc2cc(-c3ccccc3)nn2-c2ccccc2)cc1	87.9	16.4	63.4	76.9
71	CC(=O)Nc1cccc(Nc2nccc(N[C@@H](C)c3ccccc3)n2)c1	/	45.0	24.9	16.4
72	O=C1c2nccnc2C(=O)N1Cc1ccccc1	91.8	/	100.1	101.7
73	CC(C)(C)c1cc(-n2c(-c3ccc(Cl)cc3)nc3cc(C(=O)N4CCOCC4)ccc32)n[nH]1	100.4	/	93.5	101.6
74	Nc1ccc(C(=O)O)c(O)c1 (tested in a mixture with another compound)	97.2	/	96.6	104.0

nr	EKVX	HOP-62	SK-MEL-5	M14
61	112.2	103.3	90.1	120.4
62	/	26.9	-25.0*	13.6
63	96.4	101.3	96.8	100.4
64	96.1	124.5	76.4	76.4
65	104.7	107.2	108.0	110.0
66	-99.4*	-80.0*	-100.0*	-82.0*
67	105.9	124.6	113.8	114.5
68	98.2	87.1	96.4	107.0
69	103.5	/	101.7	105.8
70	54.2	93.9	41.0	69.1
71	16.6	8.7*	-31.0*	22.6
72	112.3	104.7	110.4	106.0
73	94.1	98.8	90.5	103.1
74	96.8	117.9	94.9	99.0
